N-glyco inh: increase of ERlucT glycosylation luciferase signal, primary screen, N-linked glycosylation inhibitor project, D54 ERlucT cells, luminescence, set 2; D54 ERlucT glycosylation luciferase reporter, 24 h; percent of 100 nM tunicamycin response; 0.23% of 360,000 active; reporter increase, % at 12.5 µM;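 active means mean luciferase reporter signal, scaled so untreated is 0 and the glycosylation-blocking control 100, at or above a set limit in every replicate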;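 further: luciferase carries N-glycosylation sites so blocking glycosylation raises the light; 0% = median of neutral control wells and 100% = median of 100 nM tunicamycin wells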
NOD2 RIPK2 PPI: NOD2-RIPK2 binding disruptors in cells, primary screen, fluorescence, CHO cells, BLA complementation. Receptor-interacting serine/threonine-protein kinase 2 (Homo sapiens), O43353. CCF4 ratio. inhibition, % at 4.98 µM. 0.38% of 360,000 active. AID 624267, 2012; in the data active means inhibition above about 21%;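 further: 0% = vehicle only and 100% = reference blocker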
MC4R barr agon: MC4R agonists recruiting beta-arrestin, primary screen, cell-based, luminescence, agonist arm of biased-ligand search; Melanocortin receptor 4 (Homo sapiens), P32245; U2OS MC4R beta-arrestin complementation; percent of melanotan II response, DMSO zero; activation, % at 8.9 µM; 0.98% of 360,000 active; AID 540308, 2011;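 active means activation above a per-plate cutoff, the mean activation of sample wells on that plate plus 3 SD, cut at about 8% in these data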
MC4R antagonist: MC4R antagonists of cAMP signaling, primary screen, cell-based, TR-FRET, antagonist arm of biased-ligand search; MC4R-expressing cells, MTII-stimulated cAMP, LANCE TR-FRET; inhibition, % at 6.5 µM; 0.48% of 360,000 active; AID 540295, 2011;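 active means inhibition above its plate's cutoff, the mean of tested wells on that plate plus 3 SD, cut at about 29% in these data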;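 further: 0% = Melanotan II alone and 100% = Melanotan II plus saturating MCL0020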
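Assay system: U2OS cells stably expressing human melanocortin 4 receptor (MC4R) / Dosing: 6.5 µM / Timing: compound 30 min, challenge 1 h, detection 1 h / Measured by: Eu-cAMP/anti-cAMP TR-FRET, emission 671 nm / Replicates: singlicate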
NCOA2 inhibitor: inhibition of GAL4-SRC2 driven luciferase reporter, primary screen, SRC2 inhibitor project, cell-based, luminescence. Nuclear receptor coactivator 2 (Homo sapiens), Q15596. HEK293 GAL4-SRC2 luciferase reporter. inhibition, % at 9 µM. 0.17% of 370,000 active. AID 651957, 2012;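 active means inhibition above the mean inhibition of all tested compounds plus 3 SD, set per campaign, cut at about 52% in these data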;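 further: 0% = DMSO treated cells and 100% = cells given Gossypol at 36 µM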
Cardio protect: cardioprotection against H2O2-induced cell death, primary screen, uHTS, H9c2 cells, ATPLite luminescence; AID 588492, 2011; H9c2 cardiomyocytes, H2O2 injury protection, 2 h; protection from H2O2 cell death, % at 20 µM; 0.63% of 360,000 active;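 active means compounds giving at least 50% protection of heart cells from peroxide-induced death in the single-dose screen, raw or plate-pattern-corrected value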;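 further: 0% = DMSO wells with peroxide and 100% = DMSO wells without peroxide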
HTR2A ag: mouse Htr2a agonists via beta-arrestin recruitment, primary screen, cell-based, luminescence. 5-hydroxytryptamine receptor 2A (Mus musculus), P35363. CHO-K1 mHTR2A beta-arrestin complementation; percent of 30 µM serotonin response. activation, % at 7.6 µM. 0.66% of 360,000 active. AID 624169, 2012;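 active means activation above a run cutoff, the mean activation of all tested compounds plus 3 SD, cut at about 14% in these data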;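 further: 0% = plate median of compound wells and 100% = 30 µM serotonin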
ABHD5-PLIN5 inh: ABHD5-PLIN5 interaction inhibitors, primary screen, cell lysate, split luciferase complementation, luminescence; Split G. princeps luciferase complementation, 4 h; inhibition, % at 4 µM; 0.78% of 360,000 active; AID 602281, 2012;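 active means inhibition above the mean inhibition across every tested compound plus 3 SD, cut at about 22% in these data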;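 further: 0% = DMSO only wells and the 100% control is not disclosed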
TLR9-MyD88 block: inhibitors of TLR9-MyD88 association in cells, primary screen, cell-based, CHO, BLA complementation, fluorescence. CCF4 FRET ratio. inhibition, % at 4.98 µM. 0.21% of 340,000 active;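 active means inhibition above the mean over all tested compounds plus 3 SD, cut at about 21% in these data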;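 further: 0% = DMSO only wells and 100% = clavulanate BLA inhibitor control wells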
ABCB6 inh 2: ABCB6 transporter inhibitors, primary screen, K562-ABCB6 cells, flow cytometry, MLPCN library; K562-ABCB6 porphyrin accumulation, 1 h; hits give low values; ATP-binding cassette sub-family B member 6 (Homo sapiens), Q9NP58; 0.19% of 360,000 active; fluorescence ratio to DMSO, % at 10 µM;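 active means fluorescence ratio to DMSO below 75%, the collection mean minus 3 SD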;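 further: signal is porphyrin accumulated inside mitochondria; 100% equals median channel fluorescence of DMSO control wells; lower ratio means ABCB6 inhibition with less porphyrin fluorescence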
Target sequence (Q9NP58 whole entry, looked up): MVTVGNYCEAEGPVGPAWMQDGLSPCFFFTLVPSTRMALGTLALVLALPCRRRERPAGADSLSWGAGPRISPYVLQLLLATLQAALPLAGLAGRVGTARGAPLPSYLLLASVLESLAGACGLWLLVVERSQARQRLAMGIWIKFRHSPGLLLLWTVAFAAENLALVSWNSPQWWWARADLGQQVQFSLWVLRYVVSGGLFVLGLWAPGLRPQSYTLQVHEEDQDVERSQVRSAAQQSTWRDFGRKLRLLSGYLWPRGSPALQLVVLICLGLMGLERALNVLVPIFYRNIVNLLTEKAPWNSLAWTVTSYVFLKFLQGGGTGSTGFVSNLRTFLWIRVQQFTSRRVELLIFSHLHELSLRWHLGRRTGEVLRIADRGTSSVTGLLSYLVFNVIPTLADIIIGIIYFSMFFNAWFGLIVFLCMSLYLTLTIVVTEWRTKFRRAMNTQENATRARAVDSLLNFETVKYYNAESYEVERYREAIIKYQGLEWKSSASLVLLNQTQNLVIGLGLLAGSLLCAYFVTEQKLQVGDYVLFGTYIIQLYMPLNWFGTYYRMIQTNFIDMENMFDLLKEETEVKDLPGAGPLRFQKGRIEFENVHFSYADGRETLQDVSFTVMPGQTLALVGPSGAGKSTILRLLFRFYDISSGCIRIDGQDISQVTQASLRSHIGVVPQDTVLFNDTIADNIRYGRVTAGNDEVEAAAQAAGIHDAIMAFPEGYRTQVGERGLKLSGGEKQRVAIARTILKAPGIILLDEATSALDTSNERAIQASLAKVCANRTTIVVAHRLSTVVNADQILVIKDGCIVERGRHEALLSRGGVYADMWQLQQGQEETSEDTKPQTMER
* hit, by the source's call; . = no result given. The list is partial, so the mix of outcomes need not match the whole.

SMILES	N-glyco inh	NOD2 RIPK2 PPI	MC4R barr agon	MC4R antagonist	NCOA2 inhibitor	Cardio protect	HTR2A ag	ABHD5-PLIN5 inh	TLR9-MyD88 block	ABCB6 inh 2
CCc1ccc(NC(=O)[C@@H](NC(=O)[C@@H]2Cc3ccccc3CN2)C(C)CC)cc1 (stereo not given in full)	-1	-10	-0.6	0	-18	-1	-6	0	-6	97
CN(CC(=O)Nc1cccc(F)c1)C(=O)CSc1ccccc1	0	5	-2.5	6	5	4	5	1	4	97
COc1ccc(CNC(=O)[C@H](C)NC(=O)C2CCN(S(=O)(=O)c3ccccc3)CC2)cc1	0	-2	-0.5	8	-4	-2	3	-5	2	97
O=C(COC(=O)c1cc(S(=O)(=O)N2CCCCC2)ccc1N1CCOCC1)c1ccccc1	0	-6	-0.6	1	14	-3	-13	7	6	100
Cc1nn(CC(=O)NC2(C)CCS(=O)(=O)C2)c(C)c1S(=O)(=O)N(C)C (stereo not given)	-1	-6	-0.7	4	3	9	2	3	-8	96
Cc1cc(N2CCN(C(=O)/C=C/C(=O)O)CC2)c2ccccc2n1	0	1	2.2	-5	1	8	3	5	-6	99
COc1cc2c(cc1OC)/C(=C/C(=O)c1ccccc1)NCC2	0	-6	-0.7	-2	-22	1	0	1	-8	99
CCNC(=S)N/N=C(\C)c1ccc2c(c1)OCCO2	2	3	-2.4	2	-13	-7	0	4	-2	96
O=C(N[C@@H](Cc1c[nH]c2ccccc12)C(=O)O)C1CCN(S(=O)(=O)c2ccc(Cl)cc2)CC1	1	-3	0.1	15	2	2	-1	-4	-2	101
COc1ccc(C2c3ccc(O)cc3Oc3ncn(CCN4CCOCC4)c(=N)c32)cc1OC (stereo not given)	4	-6	0.2	-7	-2	1	3	-2	2	99
Cc1cccc(NC(=O)C2CCCN(S(=O)(=O)c3cccs3)C2)c1C (stereo not given)	-3	17	1.6	2	18	3	4	-14	-7	98
COC(=O)c1c(-c2ccc(Br)cc2)csc1NC(=O)Cc1ccc(OC)c(OC)c1	-5	-3	-0.3	3	18	-20	-5	-9	-7	96
O=C(CSCc1cnn(-c2ccccc2)c1-n1cccc1)NCc1ccccn1	1	-15	1.3	-3	-13	5	5	4	1	97
C=C[C@](C)(CC[C@@]1(C)C(C)CC(OC2OC(C)C(OC3OC(COC(C)=O)C(O)C(O)C3O)C(O)C2O)[C@@]2(C)C(C)=CCCC12)OC1OC(C)C(O[C@@H]2O[C@@H](C)C(O)C(O)[C@H]2O)C(O)C1O (stereo not given in full)	2	-5	0.9	6	.	12	5	5	-3	98
CCN(CC(=O)Nc1c(F)cccc1F)C(=O)c1ccc(NC(=O)CC2SC(N3CCCC3)=NC2=O)cc1 (stereo not given)	0	-8	1.6	16	-22	-4	4	7	-5	97
CSc1ncnc2c1ncn2CCCN1CCN(c2ncccn2)CC1	1	-2	-2.9	4	1	-3	-4	0	-9	98
Cc1cc(NC(=O)COC(=O)COc2cccc3c2OC(C)(C)C3)no1	6	3	-0.4	7	1	18	2	3	-1	99
COc1ccccc1N1CCN(C(c2cccs2)C(C)NC(=O)C(=O)N2CCCCC2)CC1 (stereo not given)	3	-3	-0.5	-5	-6	-2	0	3	-3	99
Cc1cc2c(cc1C)C(=O)CCC2	0	3	-0.1	2	-13	2	-3	0	-8	99
CCOC(=O)C(=O)N(C)c1c(CC)nc2c(OCc3ccccc3OC)cccn12	2	0	-0.5	15	5	6	-4	-4	.	101
CCC(=O)C1CCCN(C(=O)CCc2nnc(-c3ccc(C(C)=O)s3)o2)C1 (stereo not given)	-2	0	-1.5	12	-56	4	-1	-4	-2	107
Cc1nc2ccccn2c1C(=O)NC1CCCCC1	0	-10	0.1	4	-29	-2	2	-1	6	94
CC1CCC(NCc2ccco2)CC1 (stereo not given)	1	-2	2.6	1	14	0	-4	-2	11	100
O=C(NCc1ccccc1)C1CC(=O)N(c2ccc(OCC(=O)N3CCOCC3)cc2)C1 (stereo not given)	1	3	-1.3	5	-10	-1	0	-7	-7	100
Cc1c(O)ccc(NS(=O)(=O)c2ccccc2)c1C	1	11	-2.6	3	-5	-5	-2	-3	-6	101
Cc1c(C)c2ccc(OCC(=O)N3CCC(C(=O)O)CC3)cc2oc1=O	-1	-4	-1.7	2	4	-1	-1	-5	3	96
O=C(Nc1nccs1)C1CC(=O)N(CCc2ccccc2)C1 (stereo not given)	2	2	-3.3	1	-7	3	3	-6	-8	107
O=C(CC1SC(=O)N(c2ccccc2)C1=O)Nc1ccc(Br)cc1 (stereo not given)	2	-9	-1.4	9	-13	4	-2	-8	.	96
COC(=O)CCC(=O)OC1(C)C(=O)C2=CN(CCc3ccccn3)C(c3ccc(OC)cc3)=CC2=C(Br)C1=O (stereo not given)	3	-7	-2.2	-1	.	7	5	-10	1	106
CC(C)(C)c1csc(NC(=O)C2=COCCO2)n1	-3	5	-0.2	13	-52	-8	3	-5	10	94
COc1cc(/C=N/NC(=O)c2sc3ccccc3c2Cl)ccc1OC(=O)c1ccc([N+](=O)[O-])cc1	1	8	1.8	2	20	-3	2	-3	4	98
Cc1oc2cc3oc(=O)ccc3cc2c1C	2	2	0.3	0	-30	-7	4	-1	10	97
COc1ccc(N2CCN(S(=O)(=O)CCNC(=O)C(C)Oc3ccccc3)CC2)cc1 (stereo not given)	-2	5	-0.9	-1	4	-1	3	-5	4	93
Cc1cccc(NC(=S)N(CCN(C)C)C(C)c2ccco2)c1 (stereo not given)	-1	-4	0.0	21	-2	-2	-2	1	-2	102
COc1ccc(-c2[nH]ncc2/C=N\NC(=O)c2cccs2)cc1OC	1	-16	-1.7	-1	-74	5	-6	-4	6	103
CCC1=NN(C(=O)C(=O)Nc2ccc(OC)cc2)C(O)(C(F)(F)F)C1 (stereo not given)	0	-4	-0.1	9	-21	0	2	3	-1	94
Fc1ccc(OCCCCN2CCOCC2)cc1	2	-4	-0.9	-2	-23	-2	-3	4	-5	94
CN(Cc1ccccc1)Cc1c(O)ccc2ccccc12	0	-8	-0.6	-3	-4	0	4	7	4	98
CC1CCc2nc(NCCO)nc(C(F)(F)F)c2C1 (stereo not given)	1	-3	1.4	18	-3	0	3	-8	-4	92
C=CCN1C(=O)[C@]2(c3ccccc31)C1CCCC=C1C(C#N)=C(N)C2(C#N)C#N (stereo not given in full)	1	13	-1.4	19	3	-5	-1	-9	-1	90
Cc1ccc(-c2cc(C(=O)O)c3ccccc3n2)c(C)c1	3	-6	0.2	-2	-15	0	1	-4	7	95
CCc1nccn1S(=O)(=O)c1cc(OC)c(Cl)cc1OC	1	-2	-0.3	5	-1	-5	0	6	3	100
CCC1Oc2ccccc2N(CC(=O)NCCCN2CCN(c3ccc(OC)cc3)CC2)C1=O (stereo not given)	-1	-1	0.0	-5	4	9	-13	-4	1	98
CCCCN(Cc1nc2ccccc2c(=O)[nH]1)C(=O)c1nn(C)c(=O)c2ccccc12	-1	0	-1.7	12	4	32	0	-13	11	99
COc1cc(C2CC(=O)N(CC(=O)NCc3ccco3)c3ccccc3S2)cc(OC)c1OC (stereo not given)	0	1	-1.3	-43	21	0	1	-2	-5	87
CCCNC(=O)C1(C)CCCN(C(=O)Cc2cccc(OC)c2)C1 (stereo not given)	3	4	-3.7	8	15	-2	-4	-7	.	80
CCCCOc1ccc(/C=N/NC(=O)c2nnn(-c3nonc3N)c2CN2CCCCCC2)cc1	5	-17	1.1	-1	-6	-11	1	5	-6	91
Cc1cc(C(=O)N2CCCC(N3CCN(c4ccccc4C)CC3)C2)no1 (stereo not given)	1	4	0.8	-4	-8	-1	-2	2	2	94

13 compounds out of the list, arranged by formula weight, ascending:
SMILES	N-glyco inh	NOD2 RIPK2 PPI	MC4R barr agon	MC4R antagonist	NCOA2 inhibitor	Cardio protect	HTR2A ag	ABHD5-PLIN5 inh	TLR9-MyD88 block	ABCB6 inh 2
Fc1ccc(OCCCCN2CCOCC2)cc1	2	-4	-0.9	-2	-23	-2	-3	4	-5	94
Cc1ccc(-c2cc(C(=O)O)c3ccccc3n2)c(C)c1	3	-6	0.2	-2	-15	0	1	-4	7	95
Cc1cccc(NC(=S)N(CCN(C)C)C(C)c2ccco2)c1 (stereo not given)	-1	-4	0.0	21	-2	-2	-2	1	-2	102
CCCNC(=O)C1(C)CCCN(C(=O)Cc2cccc(OC)c2)C1 (stereo not given)	3	4	-3.7	8	15	-2	-4	-7	.	80
COc1ccc(-c2[nH]ncc2/C=N\NC(=O)c2cccs2)cc1OC	1	-16	-1.7	-1	-74	5	-6	-4	6	103
CCC1=NN(C(=O)C(=O)Nc2ccc(OC)cc2)C(O)(C(F)(F)F)C1 (stereo not given)	0	-4	-0.1	9	-21	0	2	3	-1	94
Cc1cc(C(=O)N2CCCC(N3CCN(c4ccccc4C)CC3)C2)no1 (stereo not given)	1	4	0.8	-4	-8	-1	-2	2	2	94
C=CCN1C(=O)[C@]2(c3ccccc31)C1CCCC=C1C(C#N)=C(N)C2(C#N)C#N (stereo not given in full)	1	13	-1.4	19	3	-5	-1	-9	-1	90
CCCCN(Cc1nc2ccccc2c(=O)[nH]1)C(=O)c1nn(C)c(=O)c2ccccc12	-1	0	-1.7	12	4	32	0	-13	11	99
COc1ccc(N2CCN(S(=O)(=O)CCNC(=O)C(C)Oc3ccccc3)CC2)cc1 (stereo not given)	-2	5	-0.9	-1	4	-1	3	-5	4	93
CCC1Oc2ccccc2N(CC(=O)NCCCN2CCN(c3ccc(OC)cc3)CC2)C1=O (stereo not given)	-1	-1	0.0	-5	4	9	-13	-4	1	98
CCCCOc1ccc(/C=N/NC(=O)c2nnn(-c3nonc3N)c2CN2CCCCCC2)cc1	5	-17	1.1	-1	-6	-11	1	5	-6	91
COc1cc(C2CC(=O)N(CC(=O)NCc3ccco3)c3ccccc3S2)cc(OC)c1OC (stereo not given)	0	1	-1.3	-43	21	0	1	-2	-5	87

Screening data (PubChem)
